Yfh1-depleted yeast: enhancers of respiration in Yfh1-depleted yeast, dose response, Friedreich's ataxia, plus single-dose screen (AID 1465) | S. cerevisiae Yfh1-off respiration, WST-1 reduction, 72 h; higher fold induction means a stronger effect | one-dose fold induction at 50 µM; EC50 in µM for titrated hits | actives 0.074% (n = 220,000);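 active = fold induction of absorbance versus untreated yeast above a set limit, then at least 30% activation at any dose in follow-up; inconclusive = repeats straddling the limit, or above it without dose testing; inactive = fold induction below the set limit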;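 note: activators that raise dye reduction in frataxin-depleted yeast; strong numbers were not always called active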
Dynein cargo inh: inhibitors of GR-EGFP nuclear translocation, primary screen, dynein cargo transport inhibitor project, imaging, high-content, 3617.4 mouse cells; test concentration mostly 20 µM; stimulated with dexamethasone, 1 µM; stronger effect = lower value; z-score, hits read low; actives 0.47% (n = 220,000);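 active = plate z-score of nuclear minus cytoplasmic receptor signal below a set negative limit, without overly bright fluorescence or cell loss, cut at about -3.5 in these data, passing the limit was not always enough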;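 note: z-score of nuclear minus cytoplasmic ring GR-EGFP intensity difference per well; some compounds called inactive have numbers as strong as hits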
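Also added – dexamethasone, 1.0 µM final · Buffer or medium – tet-free, stripped-serum medium · Schedule – induction 48 h, compound 1 h, agonist 30 min · Detection – formaldehyde fixation, Hoechst nuclear stain, 10x automated fluorescence imaging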
PMI inhibitors: inhibitors of human PMI, primary screen, biochemical, fluorescence intensity, coupled assay (AID 1209). Mannose-6-phosphate isomerase (Homo sapiens). inhibition, % at 20 µM; hits with a dose series show IC50 in µM. actives 0.42% (n = 190,000). purified PMI enzyme, coupled fluorescence intensity; higher % means a stronger effect;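 note: plate controls were DMSO vehicle for no effect and wells lacking substrate for full effect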
human PMI inhibitors: human PMI inhibitors, high substrate, primary screen, biochemical, fluorescence intensity, high mannose 6-phosphate (AID 1220). recombinant PMI enzyme, coupled fluorescence intensity; higher % means a stronger effect. inhibition, % at 20 µM; hits with a dose series show IC50 in µM. actives 0.66% (n = 190,000)
Autophagy mod: autophagy modulators in MEF cells, primary screen, imaging, high-content, MEF GFP-LC3 | actives 0.98% (n = 190,000) | MEF GFP-LC3 puncta imaging; test concentration mostly 10 µM | AID 463193, 2010 | calls only at 10 µM (by protocol);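 active = percentage of spot-positive cells more than 3 SD above its plate mean, without a fluorescence outlier flag or 80% toxicity; inconclusive = no clear call, values can overlap the other calls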;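 note: spot-positive cell cutoff set from DMSO-treated cells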
MT stabilize HCS: microtubule stabilizers in HeLa cells, primary screen, imaging, high-content imaging; HeLa tubulin immunostaining HCS, 24 h; share of cells brighter than vehicle mean+2SD; % tubulin-high responders, % at 10 µM; actives 0.83% (n = 200,000);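 active = plate Z-score above 3 for both tubulin-high and condensed-nucleus cell shares, with cell loss under 80%, at 10 µM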;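 note: anti alpha tubulin signal scored within the nucleus-defined area of each cell; some results filed as inactive read as strong as hits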
WT yeast gro inh: growth inhibition of WT strain, primary screen, mitochondrial fusion inhibitor project, WT and mutant strains, chemical genetic. mitochondrial fusion phenotypic screen. inhibition, % at 10 µM. actives 2.1% (n = 190,000); in the data active = inhibition above about 58%; tested in S. cerevisiae
Insulin prom up: insulin promoter activators in MIN6 cells, imaging, high-content screening, mouse beta cells; MIN6 insulin promoter-GFP reporter; stronger effect = higher value; z-score at 5 µM; actives 0.3% (n = 190,000); AID 1625, 2009;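 active = z-score above 3 at 5 µM with at least 500 cells counted in the well; inconclusive = wells under 500 cells, flagged as cytotoxic or low count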
b-catenin transl: modulators of beta-catenin nuclear translocation, primary screen, imaging, HeLa cells, immunofluorescence, high-content; nuclear translocation activity, % at 5 µM; actives 0.3% (n = 190,000); AID 1665, 2009;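 active = nuclear translocation activity above 50% at 5 µM, with a well cell count of 50 or more; inconclusive = wells under 50 cells across six images, flagged as toxic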;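 note: per-cell ratio of nuclear to cytoplasmic median beta-catenin stain intensity; plate controls were DMSO negative control for no effect and GSK-3 inhibitor IX positive control for full effect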
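Test system: human HeLa cells, native beta-catenin. Compound dosing: 5 µM primary single dose, 0.1% DMSO, 0.02–20 µM confirmation series. Incubation: compound exposure 24 h at 37°C. Detection: beta-catenin immunostaining with DAPI counterstain, 20x imaging, 6 fields/well. Read-out basis: Nuclear/cytoplasmic beta-catenin signal ratio, % activation.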
WT yeast gro inh mutant strain: recorded beside WT yeast gro inh, whose call it bears; inhibition, %; mitochondrial fusion phenotypic screen, mutant strain inhibition
Dynein cargo inh cytoplasmic EGFP: second read-out of Dynein cargo inh, no call of its own (marks repeat the call); z-score; measured here: cytoplasmic GR-EGFP intensity; stronger effect = higher value
Dynein cargo inh nuclear GR-EGFP: further read-out of Dynein cargo inh, marked with its call; z-score; measured here: nuclear GR-EGFP intensity;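 lower value marks the stronger effect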
Dynein cargo inh cell count: also measured in Dynein cargo inh; calls as there; z-score; measured here: cell count per field
Insulin prom up cell count: further read-out of Insulin prom up, marked with its call; cell count; measured here: cytotoxicity, nuclei count;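 total cells summed across four imaged fields per well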
b-catenin transl cell count 5 µM: recorded beside b-catenin transl, whose call it bears; cell count; measured here: cell count, cytotoxicity flag
MT stabilize HCS Hoechst-high %: recorded beside MT stabilize HCS, whose call it bears; % Hoechst-high responders; measured here: nuclear condensation Hoechst responders;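 share of cells brighter than vehicle mean plus two SD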
MT stabilize HCS cytotoxicity %: second read-out of MT stabilize HCS, no call of its own (marks repeat the call); toxicity, %; measured here: cytotoxicity by cell density;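 0% = mean cell density of plate MIN control wells and 100% = no cells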
Autophagy mod cell loss 18 h: further read-out of Autophagy mod, marked with its call; toxicity, %; measured here: cell loss, nuclei count;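 cell loss after 18 h compound exposure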
Active calls of the source: *; i = inactive; ? = inconclusive; . = not tested or not shown. Cut-off read from the data, not from the text of the source, unless noted: active = inhibition above about 50%; inactive = the rest.

SMILES	Yfh1-depleted yeast	Dynein cargo inh	Dynein cargo inh cytoplasmic EGFP	Dynein cargo inh nuclear GR-EGFP	Dynein cargo inh cell count	PMI inhibitors	human PMI inhibitors	Autophagy mod	Autophagy mod cell loss 18 h	MT stabilize HCS	MT stabilize HCS Hoechst-high %	MT stabilize HCS cytotoxicity %	WT yeast gro inh	WT yeast gro inh mutant strain	Insulin prom up	Insulin prom up cell count	b-catenin transl	b-catenin transl cell count 5 µM
Cc1cc2nnc(SCCCCN3C(=O)c4ccccc4C3=O)n2c2ccccc12	i	0.68	-0.23	-0.064	-0.092	15%	13%	i	1	2.0	1.4	0.7	28	8	-0.06	1725	0.9	1303
CC(/C=N/NC(=O)c1cc(C(C)C)[nH]n1)=C\c1ccccc1	i	1.2	-0.02	0.91	-1.1	-2%	8%	i	-8	8.1	3.3	14	14	5	-0.1	1466	0.6	1086
O=C1Nc2ccc([N+](=O)[O-])cc2OC1CCN1CCCC1 (stereo unspecified)	i	0.3	-0.39	-0.23	0.49	17%	15%	i	12	5.8	1.3	11	9	-2	0.5	1233	-0.6	1055
C=CCCC1(C)C(=O)N(c2ccccc2)c2ccccc21 (stereo unspecified)	i	1.5	0.074	0.49	-1.2	9%	9%	i	6	19*	27*	16*	20	-34	0.36	1319	.	.
COc1ccccc1NC(=O)c1c(C)oc2c1CCCC2	i	1.7	-0.18	0.9	-0.11	16%	20%	i	-3	2.2	1.6	0.8	2	-5	0.27	1219	-0.1	1063
CCN(CC(=O)Nc1cccc(F)c1)Cc1nc2ccccc2c(=O)[nH]1	i	-0.96	-0.2	-0.63	0.78	-5%	3%	i	4	1.7	2.8	2.7	12	-12	0.09	1643	-1.7	1113
C=CCn1c(O)c(C=Nc2ccc(Cc3ccncc3)cc2)c(=O)[nH]c1=S	i	-0.62	-0.18	-0.43	0.13	6%	11%	i	6	1.8	1.2	9.3	11	-3	-0.06	1571	-1.5	1354
CCOC(=O)c1c(N)sc2c1CCCC2=O	i	0.29	-0.28	0.28	0.58	.	.	.	.	.	.	.	.	.	0.22	1156	0.4	1261
CC(C)(C)NC(=O)N1CCCN(c2ccc(C(F)(F)F)cn2)CC1	i	-0.72	-0.015	-0.0096	1.2	.	.	.	.	.	.	.	.	.	0.01	963	0.5	1373
Cc1ccc(CC(=O)NCCS(=O)c2ccc(C)cc2)cc1 (stereo unspecified)	i	0.0031	-0.25	0.02	-0.51	7%	4%	i	3	4.0	2.6	4.5	-10	4	0.3	1567	-2.5	883
COc1ccccc1NC(=O)COC(=O)Cc1cccs1	i	-0.94	-0.2	-0.65	1.1	-9%	-11%	i	0	1.1	1.2	5.1	-5	18	0.41	1225	-0.5	1106
CCC(CC)c1nnc(NS(=O)(=O)Cc2ccccc2)s1	i	0.69	-0.096	1.1	-2	4%	-6%	i	-1	3.0	3.0	7.3	2	10	0.51	1029	-1.0	1048
CCN1C(=O)C(C)S/C1=N\S(=O)(=O)c1ccc(F)cc1 (stereo unspecified)	i	0.89	-0.27	0.095	-0.87	-8%	-8%	i	-1	3.1	1.5	4.9	9	9	1.2	1311	-0.5	506
CC(=O)Nc1cccc(S(C)(=O)=O)c1	i	1.3	-0.22	0.93	-1.3	4%	3%	i	-7	2.5	4.6	7.5	-9	-9	0.01	1152	0.2	524
COc1ccccc1Oc1ccc(S(=O)(=O)Nc2cccnc2)cc1	i	-0.39	-0.24	0.15	-0.66	-1%	4%	i	-3	3.1	1.8	4.4	8	8	-0.21	1171	.	.
COc1cc(NC(=O)CCc2nc(-c3cccs3)no2)cc(OC)c1OC	i	1.5	-0.18	1.7	-1	-1%	-4%	i	8	1.7	1.7	6.9	-1	7	-0.99	1261	-2.7	1023
O=C(Oc1ccc(C(=S)N2CCOCC2)cc1)c1ccccc1	i	2.2	-0.19	1.8	-1.1	3%	2%	i	31	2.3	2.1	8.1	20	13	-0.39	1350	-1.4	1104
c1ccc(CCSc2ncnc3nc[nH]c23)cc1	i	-0.24	0.062	-0.15	-0.23	0%	-4%	i	2	6.4	3.6	6.0	0	-13	0.44	1267	.	.
CC1CCc2sc(C(=O)OCC(=O)NCc3ccccc3)cc2C1 (stereo unspecified)	i	-0.23	-0.11	-0.33	0.17	12%	6%	i	15	3.4	4.3	4.6	-1	-11	1.4	1509	1.8	958
CCCCC12CN3CCN(CC(C3)/C1=N\NC(=O)Nc1ccccc1)C2	i	0.073	0.061	0.34	0.071	5%	-3%	i	-3	4.2	2.5	9.4	7	-6	-0.1	1541	-0.5	1078
COC(=O)COc1ccc(S(=O)(=O)N2CCN(c3ccc(OC)cc3)CC2)cc1	.	0.33	-0.19	0.2	-0.033	7%	23%	i	22	4.9	2.1	8.9	15	-6	.	.	1.4	515
O=C(O)c1ccccc1SC1CC(=O)N(c2ccccc2)C1=O (stereo unspecified)	i	-0.44	-0.24	-0.18	0.55	-8%	-15%	i	2	3.0	1.9	7.6	-2	10	0	1337	-3.0	1084
CC(C)(C)OC(=O)NCCCC[C@H](NC(=O)c1nc[nH]c1C(=O)N1CCN(C(=O)OC(C)(C)C)CC1)C(=O)OC(C)(C)C	i	0.68	-0.26	0.63	0.018	10%	2%	i	12	2.2	1.1	9.0	11	4	-0.58	1490	0.7	1008
Oc1ccc(Br)cc1CNn1cnnc1	i	-1.2	-0.36	-0.41	0.63	-19%	-4%	i	-15	3.7	2.9	7.0	1	3	.	.	.	.
C/C(CC(=O)N1CCN(C=O)CC1)=N\NC(=O)c1cc2ccccc2cc1O	i	1.1	-0.23	0.9	-0.32	85%*	43µM*	i	-2	2.7	1.9	6.8	-6	5	0.56	1475	2.2	1116
O=C(NC1CCCCC1)C1CCN(S(=O)(=O)N2CCCCCC2)CC1	i	0.38	-0.28	0.36	-0.29	-10%	-9%	i	10	3.8	3.2	5.2	-18	-16	0.43	1235	-0.2	809
CCOC(=O)c1c(C)[nH]c(C(=O)OCC(=O)N(C)C2CCS(=O)(=O)C2)c1C (stereo unspecified)	i	-0.25	-0.27	-0.14	1.8	2%	-5%	i	6	5.4	2.7	12	16	16	-0.72	872	-4.0	1177
O=C(N/N=C/c1cc(Cl)ccc1O)c1ccc(Br)cc1	i	0.21	-0.25	0.11	-0.84	-17%	-19%	i	20	8.2	1.2	25	9	-8	-1.1	728	-0.2	911
O=C(O)c1ccccc1C(=O)c1ccc(N2CCCC2)c([N+](=O)[O-])c1	i	-0.79	-0.23	0.19	0.28	-8%	-8%	i	2	5.9	3.1	3.6	2	8	0.01	1603	-1.4	1061
O=S(=O)(c1cnc[nH]1)N1CCN(c2ccccc2)CC1	i	-0.53	-0.17	-0.028	-0.22	6%	5%	i	-5	6.3	2.8	3.7	-4	-2	-0.59	1030	-6.5	1101
O=C(Nc1ccc(Br)cc1Cl)NC1CC1	?	-0.5	-0.33	-0.069	0.3	8%	14%	i	22	3.3	3.0	3.8	-8	-2	0.23	1455	1.5	996
CCc1ccc(OCC(=O)NC(C)(C)C)cc1	i	0.14	-0.19	0.19	-0.12	2%	4%	i	9	3.0	1.5	3.0	-4	8	0.19	1335	-2.9	1008
COc1ccc(NC(=S)c2ccc(N(C)C)cc2)cc1	i	0.39	-0.1	0.4	-0.43	-10%	-11%	i	4	2.3	2.4	6.8	-10	0	-0.03	1332	-2.1	1009
CC1(C)CC(=O)C2=C(C1)OC(N)=C(C#N)C2c1cc2c(cc1[N+](=O)[O-])OCO2 (stereo unspecified)	i	0.6	-0.24	0.66	-0.56	7%	44%	i	-7	2.5	1.7	4.4	-25	10	0.03	1372	-1.0	1139
Cc1csc(NC(=O)c2cc([N+](=O)[O-])cc([N+](=O)[O-])c2)n1	i	2.1	-0.063	1.5	-2.3	0%	5%	i	-10	4.1	3.8	14	14	8	0.43	1284	.	.
Clc1ccc(CSc2nncn2-c2ccc3c(c2)OCCO3)cc1	i	-0.44	-0.26	-0.29	0.57	.	.	.	.	.	.	.	.	.	0.6	1065	26	848
CCCCN(CC)C(=O)c1ccc(-c2ccccc2)cc1	i	-1.1	-0.23	-0.51	1.2	11%	15%	i	1	4.3	1.3	6.4	18	1	0.38	1362	.	.
C/C=C(\C)C(=O)NCCN1C2=NC[C@H](Cc3ccccc3)N2C[C@H]1Cc1ccc(O)cc1	i	-0.56	-0.27	-0.072	0.26	9%	11%	i	-8	2.3	1.0	7.7	0	3	1	1394	0.1	1159

Only MT stabilize HCS cytotoxicity % (2 entries from above):
SMILES | MT stabilize HCS cytotoxicity %
O=S(=O)(c1cnc[nH]1)N1CCN(c2ccccc2)CC1 | 3.7
C/C=C(\C)C(=O)NCCN1C2=NC[C@H](Cc3ccccc3)N2C[C@H]1Cc1ccc(O)cc1 | 7.7

Source: PubChem

The order is random, and some 5% of all compounds hit somewhere here.
